PLCg1 inh – inhibitors of human phospholipase C gamma1. P19174. purified PLC-gamma1, fluorogenic substrate, fluorescence. inhibition, % at 12.2 µM. 0.84% of 370,000 active. AID 720700; in the data active means inhibition above about 9.5%
DAX1 inh-1 – NR0B1 (DAX1) inhibition; P51843; HEK293 Gal4-DAX1 luciferase reporter, luminescence; inhibition, % at 6.75 µM; 0.99% of 340,000 active; AID 504766;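 active means inhibition above the mean over all tested compounds plus 3 SD, cut at about 4.2% in these data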;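 further: 0% = DAX1-transfected cells with DMSO and 100% = empty-vector control cells with DMSO; inhibition shows as a rise in luminescence from relieved DAX1 repression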
MBD2 DNA inh – inhibitors of human MBD2 binding to methylated oligonucleotide. Q9UBB5. TR-FRET. inhibition, % at 4.4 µM. 0.31% of 370,000 active; in the data active means inhibition above about 13%
Target sequence (Q9UBB5 whole entry, looked up): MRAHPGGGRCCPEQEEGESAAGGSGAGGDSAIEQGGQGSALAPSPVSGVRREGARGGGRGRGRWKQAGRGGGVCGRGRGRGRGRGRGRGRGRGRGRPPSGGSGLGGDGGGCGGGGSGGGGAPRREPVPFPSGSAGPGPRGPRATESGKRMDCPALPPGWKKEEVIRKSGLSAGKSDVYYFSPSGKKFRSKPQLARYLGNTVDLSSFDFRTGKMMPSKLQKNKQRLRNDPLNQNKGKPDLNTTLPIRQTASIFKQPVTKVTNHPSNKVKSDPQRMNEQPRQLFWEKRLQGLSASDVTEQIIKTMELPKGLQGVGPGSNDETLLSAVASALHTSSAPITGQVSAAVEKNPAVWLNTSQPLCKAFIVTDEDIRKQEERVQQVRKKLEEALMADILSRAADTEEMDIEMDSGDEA
PLC-beta3 inh – blocks human PLC-beta3 enzyme activity | inhibition, % at 12.2 µM | 0.18% of 370,000 active | Q01970 | AID 720704 | Purified PLC-beta3, fluorogenic substrate, fluorescence; in the data active means inhibition above about 11%;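 further: 0% = median of compound wells on plate and 100% = full blocker control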
ssDAF12 agonist – S. stercoralis DAF-12 activation, primary screen; HEK293 ssDAF-12/GRIP1 lit1-tk-luc reporter, luminescence; % of 3 µM dafachronic acid response; activation, % at 6.8 µM; 1% of 370,000 active; AID 652126;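 active means activation above the mean over all tested compounds plus 3 SD, cut at about 0.9% in these data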;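 further: 0% = DMSO-only wells and 100% = 3 µM delta7-dafachronic acid wells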
SMARCA2 activ – activators of SMARCA2 function | activation, % at 9.1 µM | 1% of 370,000 active | MG213 cells, MMTV-luciferase reporter, dexamethasone, overnight; in the data active means activation above about 7.8%;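 further: 0% = vehicle wells and 100% = reference activator wells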
hgDAF12 agonist – agonists of H. glycines DAF-12 nuclear receptor. HEK293 GAL4-hgDAF12 UAS-luciferase reporter, agonist luminescence; normalized to butyrate control. activation, % at 6.8 µM. 1.8% of 370,000 active;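 active means activation above a cutoff set at the mean of all screened compounds plus 3 SD, cut at about 10% in these data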;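 further: 0% = DMSO wells and 100% = sodium butyrate wells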
DAX1 inh-2 – inhibitors of DAX1 repression of SF-1 activated StAR promoter. AID 652010. 1.1% of 370,000 active. inhibition, % at 6.8 µM. HEK293T StAR-luciferase reporter, SF-1/DAX-1 repression relief;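 active means inhibition above the mean over all tested compounds plus 3 SD, cut at about 3.6% in these data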;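 further: 0% = DAX-1 cells with DMSO and 100% = cells lacking DAX-1 with DMSO; higher inhibition means more luminescence from relief of DAX-1 repression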
ADAM17 inh – inhibitors of human ADAM17 | P78536 | inhibition, % at 6.95 µM | 0.83% of 370,000 active | recombinant ADAM17, EDANS/DABCYL FRET peptide cleavage | AID 720648;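 active means inhibition above the mean of compounds lying between control limits plus 3 SD, set per campaign, cut at about 8.5% in these data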;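 further: 0% = DMSO-only wells as the low control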
NR1D1 modulator – modulates human Rev-erb alpha binding to DNA; Rev-erbα–FITC-DNA binding, fluorescence polarization, 90 min; AID 1259318; 0.79% of 370,000 active; P20393; activity, % at 10 µM;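 active means activity above about 14%, limit read from the data; passing the limit was not always enough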;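 further: 0% = DMSO wells with 35 nM protein and 100% = DMSO wells with 750 nM protein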
Target sequence (P20393 whole entry, looked up): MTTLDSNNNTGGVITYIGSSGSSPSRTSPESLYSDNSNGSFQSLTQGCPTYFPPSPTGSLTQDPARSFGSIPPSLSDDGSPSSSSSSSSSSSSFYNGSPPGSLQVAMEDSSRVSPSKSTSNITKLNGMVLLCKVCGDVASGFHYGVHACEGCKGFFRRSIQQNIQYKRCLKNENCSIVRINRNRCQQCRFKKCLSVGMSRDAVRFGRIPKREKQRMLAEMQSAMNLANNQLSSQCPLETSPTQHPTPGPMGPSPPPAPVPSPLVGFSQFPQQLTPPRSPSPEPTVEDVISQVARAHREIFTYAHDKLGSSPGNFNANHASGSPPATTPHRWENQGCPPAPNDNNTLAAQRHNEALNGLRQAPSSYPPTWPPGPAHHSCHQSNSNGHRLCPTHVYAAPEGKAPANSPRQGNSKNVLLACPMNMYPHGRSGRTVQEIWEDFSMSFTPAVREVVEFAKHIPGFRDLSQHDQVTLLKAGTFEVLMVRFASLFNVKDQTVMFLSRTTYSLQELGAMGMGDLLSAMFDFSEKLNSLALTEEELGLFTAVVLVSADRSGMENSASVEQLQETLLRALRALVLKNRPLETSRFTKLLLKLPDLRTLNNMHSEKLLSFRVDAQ
hcDAF-12 act – activators of H. contortus DAF-12 nuclear receptor; HEK293 hcDAF-12 lit1-tk-luc reporter, luminescence; 0% DMSO, 100% Δ7-dafachronic acid; activation, % at 6.8 µM; 1.4% of 370,000 active; AID 652067;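 active means activation above the mean of all tested compounds plus 3 SD, cut at about 5.5% in these data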;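 further: 100% = response to 3 µM Δ7-dafachronic acid high control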
Active calls of the source: *; i = inactive; · = no result given.

Every second line gives: PLCg1 inh	DAX1 inh-1	MBD2 DNA inh	PLC-beta3 inh	ssDAF12 agonist	SMARCA2 activ	hgDAF12 agonist	DAX1 inh-2	ADAM17 inh	NR1D1 modulator	hcDAF-12 act
- COc1ccc(CNC(=O)CCc2nnc3ccc(NCCCN4CCCC4=O)nn23)cc1
  -5	0.9	3	-9	-1.1	1	1.0	0.3	-5	-2	1.4
- O=S(=O)(NCCc1csc(-c2cccnc2)n1)c1ccc(F)cc1
  2	0.1	0	-8	-1.5	-3	-0.5	0.1	-3	1	-2.4
- O=C(c1cc2ccccc2o1)N1CCOCC1
  4	0.3	4	1	-1.3	5	0.1	0.6	-2	-4	1.0
- COc1ccc(OC)c(NC(=O)CC(NC(C)=O)c2ccccc2)c1 (stereo not given)
  -1	0.5	2	-3	-1.6	-4	5.4	-0.1	-8	-2	-0.4
- O=C(CSc1n[nH]c(-c2cccnc2)n1)Nc1cccc(Cl)c1
  -2	0.2	4	-6	-0.4	-1	-0.8	0.6	-1	6	-2.1
- Cc1ccc(NC(=S)NCCc2ccccc2)nc1
  0	1.1	-4	-6	-1.3	0	8.6	1.1	-8	-2	3.3
- Cc1nc(NC(=S)NC(=O)c2cccs2)sc1C(=O)N(C)C
  -1	-0.4	5	1	-0.9	-1	3.6	0.0	-6	1	-0.2
- O=C(N/N=C/c1ccccc1O)C1CC(=O)N(c2ccc(Cl)cc2)C1 (stereo not given)
  -27	1.4	1	-34	-0.9	-3	-1.1	-3.5	-8	1	0.5
- CC(=O)Nc1ccc(NC(=O)COc2ccc([N+](=O)[O-])cc2)cc1
  1	-0.2	4	-4	-1.2	-4	3.1	0.5	-3	-1	0.8
- O=C(Nc1ccc(F)cc1)OC[C@@H]1CSCCS(=O)(=O)N1
  2	·	6	2	-0.5	-3	1.6	0.5	-4	7	-0.4
- CN(CCOc1ccccc1)CC(O)COCc1ccccc1F (stereo not given)
  5	-0.5	-5	1	-1.2	1	1.6	0.0	0	-1	0.6
- CCOC(=O)c1ccc(S(=O)(=O)Nc2cc(C(C)(C)C)no2)cc1
  -2	-0.8	3	-1	-1.3	-1	-2.1	0.1	-3	-2	-1.4
- O=C(Nc1ccccc1)Nc1nnc(Cc2ccc(F)cc2)s1
  2	-0.7	4	-6	-1.2	-3	2.0	0.0	0	-1	-1.6
- COC(=O)c1cc(-c2ccc(OC)cc2)nc2nc(SC)[nH]c(=O)c12
  -424	0.4	0	i	-0.9	-4	2.4	0.1	-196	-5	-1.0
- CSc1cccc(CN2CCC(CO)(Cc3cccc(C(F)(F)F)c3)CC2)c1
  0	-0.6	0	-3	-2.1	-4	-1.2	-0.2	-2	-3	0.1
- CNC(=O)CSc1nc(-c2ccccc2)c(-c2ccccc2)o1
  -1	-0.3	3	-4	-1.2	-1	-0.1	-0.3	-4	14*	-1.5
- Cc1ccc(OCC(=O)OCC(=O)Nc2sccc2C(N)=O)cc1C
  4	-0.9	0	1	-1.0	-5	-1.4	0.0	7	-4	-1.1
- CN1CCN(C(=O)c2cnn3c(C(F)(F)F)cc(-c4ccc5c(c4)OCO5)nc23)CC1
  -147	-0.3	-4	-173	-1.8	-4	-1.8	0.8	0	-1	-0.4
- CCOC(=O)N1CCC(NC(=O)C2CCCN(S(=O)(=O)c3cccnc3)C2)CC1 (stereo not given)
  2	-0.6	-1	4	-0.8	1	-2.5	-0.1	-2	-8	-0.8
- O=C(CN1C(=O)COCC1=O)N1CCOCC1
  2	-0.4	3	5	-1.7	4	2.2	0.1	1	-2	-1.8
- COc1cc(C)c2sc3ccccc3c(=O)c2c1NCCN(C)C
  -9	-1.0	0	-14	-1.6	3	1.8	-0.6	-4	-1	-0.6
- COCCNC(=O)CN(C)S(=O)(=O)c1ccc(Br)cc1
  -3	-1.5	6	3	-1.4	0	-0.7	0.0	-4	1	-0.8
- CCn1cc(C(=O)NC(=S)Nc2sc3c(c2C(=O)OC)CCCCCC3)cn1
  -1	3.2	-2	2	-1.2	-1	5.0	0.4	-3	15	0.2
- N#CC(=Cc1ccc(O)cc1)C(N)=C(C#N)C#N
  -237	0.5	-4	-295	0.0	-2	0.3	-1.9	-17	1	-1.3
- CCOC(=O)CCc1c(C)c2ccc3c(c2oc1=O)CN(CCCO)CO3
  i	-1.2	0	i	-1.2	1	0.8	-0.1	i	-6	-0.7
- CCc1nc2ccc(C(=O)NCCOc3ccc(OC)cc3)cn2c1N(C)Cc1cccs1
  -9	·	-5	-9	-1.3	-7	-0.6	-2.1	2	6	-2.0
- O=C(NCc1ccncc1)C(=O)Nc1nc(C23CC4CC(CC(C4)C2)C3)cs1
  -1	-0.9	-5	0	-1.2	2	-2.3	-0.4	7	2	0.2
- Cc1ccccc1NC(=O)c1sc(Cl)nc1C
  2	-0.6	4	1	-1.6	0	-0.4	-0.1	-2	2	-1.8
- Cc1c(NC(=O)CSc2ncn[nH]2)c(=O)n(-c2ccccc2)n1C
  2	0.0	10	4	-1.4	0	1.0	-0.1	-1	5	-1.5
- O=P(OCC1CC1)(c1ccccc1)c1ccccc1
  2	-1.2	-5	3	-0.9	2	2.3	-0.1	-2	0	-1.1
- Nc1c(C(=O)NCCc2ccc(Cl)cc2)sc2ccc(S(=O)(=O)N3CCCCC3)cc12
  -32	·	1	-43	-2.8	-2	0.9	-1.6	-1	13	-4.5
- Cc1cc(C)cc(NS(=O)(=O)c2c(C(=O)N3CCOCC3)c(C)n(C)c2C)c1
  4	0.5	-4	-1	-0.9	10*	0.3	0.8	4	-1	-0.1
- CC(=O)c1cccc(NC(=O)COc2nsnc2N2CCOCC2)c1
  -1	-0.4	1	-2	-0.3	-4	1.9	0.0	-5	-2	-0.8
- Cc1oc(-c2ccc(Cl)cc2)cc1C(=O)O
  -1	5.5*	-3	2	-0.3	4	3.4	0.5	-2	1	1.3
- Cc1ccc(SCCC(=O)N(C)CC(=O)Nc2c(C)cccc2C)cc1
  1	-0.6	0	-6	-1.3	-2	0.3	-0.2	0	-2	-0.4
- Cc1ccc(/C=C2/C(=O)ON=C2c2ccccc2)o1
  -9	-0.3	-1	-19	-1.1	-1	-3.1	-0.5	-3	2	-0.3
- CCOc1ccc(-c2cnc3cccnn23)cc1
  i	·	3	i	0.0	0	15*	3.5	-40	-7	4.5
- COc1ccc(-c2cc(-c3ccccc3)nc(Cl)n2)cc1OC
  i	-2.9	-4	i	-2.3	-3	0.3	-1.5	-205	2	-3.7
- Cc1cc(NC(=O)CN2C(=O)NC(C)(c3ccccc3Cl)C2=O)no1 (stereo not given)
  1	0.1	6	-3	-1.0	-4	-3.4	-0.9	-3	3	-0.3
- COc1cccc(C2Oc3ccccc3C3CC(c4cccs4)=NN32)c1 (stereo not given)
  -8	·	-3	-14	-0.6	4	6.6	0.8	-6	0	5.8*
- Cc1nc2nc(CSc3nc4ccccc4s3)cc(=O)n2[nH]1
  -2	-1.0	0	-4	-1.0	1	-0.7	0.7	-4	-4	-0.1
- COC(=O)c1ccc(OCC(O)CN2CCOCC2)cc1 (stereo not given)
  -1	-1.1	0	-5	-1.4	0	-0.1	-0.2	0	0	-1.8
- CCc1ccc(NC(=O)CSc2nc3ccccc3c(=O)n2CCCN2CCC(C)CC2)cc1
  4	-0.1	7	-4	-1.5	4	2.3	1.4	0	0	-1.3
- Cc1ccc(CCN2CC(C(=O)NCCCN3CCN(C)CC3)CC2=O)cc1 (stereo not given)
  3	0.0	4	-2	-0.9	5	3.3	0.2	-5	0	-2.8
- COc1ccccc1CNC(=O)COC(=O)c1cccc(S(=O)(=O)N2CCCCC2)c1
  -1	-0.7	3	-5	-1.5	0	-3.1	0.0	3	-2	0.6
- O=C(NCC1(N2CCCCC2)CCCCC1)c1ccc(S(=O)(=O)N2CCCC2)cc1
  0	2.8	3	-6	-1.5	3	1.9	2.6	-4	-4	0.0
- CC1CCN(C(=O)COC(=O)c2ccc3c(c2)OCCO3)CC1
  1	2.6	-4	7	0.0	1	8.2	0.3	-4	4	1.5
- Cc1ccc(OCCCCCN2CCOCC2)c(Cl)c1
  -1	4.9*	3	-7	-0.3	-1	3.1	0.4	-1	-2	-0.1
- CC(C)(O)C1=C[N+](=O)CC=C1
  3	·	3	4	-1.1	-5	-0.5	2.6	-2	-2	-0.4
- CCc1ccc(N2CC(C(=O)N3CCCCCC3)CC2=O)cc1 (stereo not given)
  1	0.2	-2	3	-1.3	-2	-1.6	-0.3	0	7	0.6

Next section
Every second line gives: PLCg1 inh	DAX1 inh-1	MBD2 DNA inh	PLC-beta3 inh	ssDAF12 agonist	SMARCA2 activ	hgDAF12 agonist	DAX1 inh-2	ADAM17 inh	NR1D1 modulator	hcDAF-12 act
- O=C(c1ccc(C(F)(F)F)cc1)N1CCC(=O)N(C(COCc2ccccc2)Cc2ccccc2)CC1 (stereo not given)
  1	0.3	-4	3	-1.2	0	0.6	-0.3	3	3	-0.1
- COc1ccc(C(=O)N/N=C\c2coc3ccc(Cl)cc3c2=O)cc1
  1	-0.7	-3	-8	-1.2	2	5.5	-0.9	1	1	-0.9
- COc1cccc([C@@H]2CC=C(C(=O)O)[C@H](c3cccc(Cl)c3)N2S(=O)(=O)c2ccc(C)cc2)c1
  0	0.0	9	0	-1.2	-2	-0.7	-0.5	-3	-4	0.4
- Cc1c(NC(=O)Nc2ccc(C(C)(C)C)cc2)c(=O)n(-c2ccccc2)n1C
  0	1.9	3	3	-1.3	-1	-2.7	-0.2	0	2	-0.1
- COc1cc(OC)c(OC)cc1CNC(=O)c1ccc(COc2ccccc2)cc1
  2	-2.0	1	-4	-1.4	-3	0.0	-1.1	1	1	-4.7
- Cc1ccc(CNn2cnnc2SCc2ccc(F)cc2)cc1
  -1	-0.6	-6	0	-1.8	-2	-1.5	-0.7	-3	5	-1.6
- Cc1cccc(OC(C)C(=O)OCC(=O)Nc2sccc2C(N)=O)c1 (stereo not given)
  -3	-0.3	-3	-4	-1.0	-3	3.0	0.0	-3	-3	-1.1
- O=C(CNC1CCCCC1)Nc1ccc([N+](=O)[O-])cc1C(=O)Nc1ccccc1F
  -6	1.0	-6	-16	-1.7	0	2.2	-0.8	-3	-8	-0.2
- CCOC(=O)c1cccc(NC(=O)CCS(=O)(=O)c2cccs2)c1
  -4	-0.4	0	-1	-0.5	-5	-0.1	0.3	-8	4	-0.9
- COCc1[nH][nH]c(=O)c1C=Nc1ccc(Oc2ccccc2)cc1
  4	1.0	0	2	-1.3	4	-0.8	0.0	1	0	-2.0
- C=CCn1c(SCC(=O)NCCc2ccccc2)nnc1C1CC1
  0	-0.4	0	2	-1.5	4	-0.7	-2.6	-5	2	-1.0
- O=C1CCC(C(=O)OCC(=O)C23CC4CC(CC(C4)C2)C3)N1 (stereo not given)
  -1	0.0	-2	2	-1.0	0	-1.7	-0.2	-4	0	0.7
- COc1ccc(NC(=O)Cn2c(=O)oc3ccccc32)cc1
  -1	-0.5	2	-4	-0.9	-1	3.5	-0.1	-5	0	0.1

Assay outcomes as filed in PubChem.
